High-throughput results as filed in PubChem BioAssay.
Mm-Cpn inhibitor – Inhibitors of TCP-1 ring complex (TRiC) of Methanococcus maripaludis (MmCpn): qHTS. AID 504842, 2011. Chaperonin Mm-Cpn (Methanococcus maripaludis). 330,000 tested, 0.031% active. Potency, µM (doses to about 76.9 µM), without a hit: at the top dose activity, negative = inhibition, most hits filed as inhibitors. purified Mm-Cpn ATPase, ADP Transcreener TR-FRET; note: potency is the fitted concentration of half-maximal effect; % is set by controls: 0 for no effect and ±100 for the full control effect; nearly all actives have a fitted effect of over 80% in size
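Quantitative HTS used 25 nM Mm-CPN and 10 uM ATP in magnesium/KCl Tris buffer, pH 7.4, with 1 mM DTT. Hydrolysis ran 30 min at 37°C; ADP was read by HTRF.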
Nrf2 block – Nrf2 qHTS screen for inhibitors; A549 ARE-Fluc reporter, luciferase luminescence, 18-24 h; Potency, µM (doses to about 46 µM), without a hit: at the highest dose activity change, negative = inhibition, actives largely listed as inhibitors; 360,000 tested, 2.1% active; AID 504444, 2011; note: potency is the fitted concentration of half-maximal effect; % is set by controls: 0 for no effect and ±100 for the full control effect; nearly all actives have a fitted effect of over 60% in size
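A549 ARE_Fluc cells, 5000/well, 5% FBS OPTI-MEM; compounds in dose-response, 18-24 h at 37 °C/5% CO2; CellTiter-Fluor viability read (Ex 405/Em 525), then BugLite luciferase luminescence = Nrf2 activity.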
A549 tox – Nrf2 qHTS screen for inhibitors: counterscreen for cytotoxicity. A549 ARE-Fluc cells, CellTiter-Fluor viability, 18-24 h. Potency, µM (top dose mostly 46 µM), for inactives: at the top dose activity change, negative = cytotoxicity, actives largely listed as inhibitors. 390,000 tested, 0.16% active. AID 504648, 2011; note: potency is the fitted concentration of half-maximal effect; % is set by controls: 0 for no effect and ±100 for the full control effect
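Cytotoxicity counterscreen: CellTiter-Fluor fluorescence was measured in A549 ARE_Fluc cells after 18-24 h of compound exposure in a concentration series. The subsequent BugLite luminescent read reports ARE-luciferase activity.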
CCT chaperon mod – High-Throughput Screening for Modulators of Cytosolic Chaperonin Activity; activity change, % (test concentration not listed), hits read low; AID 651819, 2012; purified chaperonin ATPase assay, HTRF ADP detection, 30 min; 360,000 tested, 0.3% active; in the data active = activity change below about -30%; note: % is set by controls: 0 for no effect and ±100 for the full control effect
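TRiC at 40 or 20 nM final (batch-dependent) in 30 mM Tris pH 7.4, 100 mM KCl, 5 mM MgCl2, 1 mM DTT, with compound at single 76 uM and 10 uM ATP, 30 min at 37 deg C. ADP detected by HTRF Transcreener, 665/615 ratio.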
TGFb SMAD3 inh – qHTS for Inhibitors of TGF-b; HepG2 CAGA-GFP TGF-b/SMAD3 reporter, GFP fluorescence, 18 h; TGF-beta stimulated, 500 pg/mL final; 410,000 tested, 1.2% active; AID 588855, 2011; Potency, µM (series often up to 46.1 µM), inactives show top-dose activity, negative = inhibition, actives largely listed as inhibitors; note: potency is the fitted concentration of half-maximal effect; % is set by controls: 0 for no effect and ±100 for the full control effect; nearly all actives have a fitted effect of over 65% in size
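Inhibition was scored as loss of TGF-beta-induced (500 pg/mL final, 18 hours, 37 degrees C) GFP in HEPG2 cells carrying a CAGA-GFP reporter, in DMEM with 1% FBS. Well GFP was summed per cell; Activity was normalised to unstimulated and stimulated DMSO wells, then concentration-response fitting.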
Akt phos inh – HTS Assay for Inhibitors of Akt Phophorylation: Primary Screen; Neuro2A IGF-stimulated pAkt S473 HTRF, 20 min; hits give low values; 360,000 tested, 0.32% active; activity change, % for hits at 50 µM; in the data active = activity change below about -80%; inconclusive = mostly about -51% to -80%; note: % is set by controls: 0 for no effect and ±100 for the full control effect
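Neuro2A cells (4,500/well, DMEM with 0.5% FBS) were treated with compound at a single 50 µM final concentration, stimulated with 6 nM IGF for 20 min at 37 °C, and lysed. Phospho-Akt Ser473 was read by HTRF as 665/615 ratio ×10^4.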
HepG2 tox – qHTS for Inhibitors of TGF-b: Cytotox Counterscreen. Potency, µM (highest dose often 46.1 µM), without a hit: at the highest dose activity change, negative = cytotoxicity, most hits filed as cytotoxic. HepG2 CAGA-GFP viability, ATP luminescence, 18 h. AID 588856, 2011. 410,000 tested, 0.76% active; note: potency is the fitted concentration of half-maximal effect; some results filed as inactive show a strong effect at the top dose
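CellTiter-Glo luminescence gave cytotoxicity after 18 hours at 37 degrees C. The cells were HepG2 CAGA-GFP in 1% FBS DMEM, stimulated with 500 pg/mL TGF-beta after compound addition. %Activity was normalised to no-cell wells (complete cell-killing) and DMSO (no toxicity), and curves were fitted and classified.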
Nrf2 activator – qHTS of Nrf2 Activators; AREc32 ARE-luciferase reporter (MCF7-derived line), luminescence, 24 h; Potency, µM (top dose mostly 46.1 µM), for inactives: top-dose activation, most hits filed as activators; 410,000 tested, 0.31% active; note: potency is the fitted concentration of half-maximal effect; % of control where 0% means no effect; nearly all actives have a fitted effect of over 65% in size
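AREc32 cells carrying an ARE-driven firefly luciferase, 1000 cells/well in OPTI-MEM with 5% FBS, dosed after overnight attachment and incubated 24 hr at 37 deg C. Steady-Glo luminescence read after 30 min at RT.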
ATXN viability – Viability Counterscreen for Primary qHTS for Inhibitors of ATXN expression | AID 651635, 2014 | 400,000 tested, 0.49% active | Potency, µM (highest dose often 56.7 µM), most hits filed as cytotoxic | S2 cells (HEK-293 line with an ATXN2-luciferase reporter) viability, CellTiter-Fluor protease fluorescence, 24 h; note: potency is the fitted concentration of half-maximal effect; nearly all actives have a fitted effect of over 40% in size
The depositor's hits bear a star; i = inactive; ? = inconclusive; . = not tested or not shown; & = joins results of further samples. Unless noted, calls come from the whole dose curve; as a rule, active = well fitted curve in the direction sought with a large enough effect; inconclusive = small, poorly fitted or top-dose-only effect, or another doubt; inactive = no such curve, though single readings can be large; an effect the other way counts as inactive or inconclusive.

| Molecule | Mm-Cpn inhibitor | Nrf2 block | A549 tox | CCT chaperon mod | TGFb SMAD3 inh | Akt phos inh | HepG2 tox | Nrf2 activator | ATXN viability |
| --- | --- | --- | --- | --- | --- | --- | --- | --- | --- |
| CC1CCCCN1C(=O)c1ccc(CS(=O)(=O)Cc2ccccc2)cc1 (stereo unspecified) | -4% | ? | 0% | -1.7 | -3% | i | 3% | -0.4% | i |
| O=C(NCc1ccc(F)cc1)C1CC(=O)N(C2CCCCCCC2)C1 (stereo unspecified) | 0% | 12% | 7% | 1.2 | -7% | i | -3% | -1.1% | i |
| CC(Oc1ccccc1)C(=O)OCC(=O)Nc1sccc1C(N)=O (stereo unspecified) | 0% | 13% | -2% | -2.0 | ? | i | 5% | -0.4% | ? |
| COC(=O)C1=C[C@@H](C(=O)OC)C2C3=C(C(=O)[C@]2(C)NC(=O)c2ccccc2)[C@H](C)[C@@H]2C(=O)N(C)C(=O)[C@@H]2[C@@H]3C1 (stereo partly specified) | . | 2% | 0% | . | -12% | . | -1% | . | . |
| CC12CCC(C(=O)Nc3cc(Cl)ccc3Cl)(C/C1=N\O)C2(C)C (stereo unspecified) | -2% | -6% | 0% | -0.3 | -23% | i | -77% | 0.1% | i |
| CC12CCC(=O)C=C1C(O)CC1C2CCC2(C)C1CCC2(O)C(=O)CO (stereo unspecified) | . | -16% | -4% | 0.8 | 1% | i | -3% | -0.1% | i |
| Cc1csc(NC(=O)C2CCCC2)n1 | -1% | ? | -3% | -1.4 | 0% | i | -4% | 6.3% | i |
| Brc1ccc2c(c1)-c1ccccc1C1=NCCN12 | . | . | . | 1.2 | 16µM* | i | -2% | -4.6% | ? |
| O=C(O)/C=C/c1ccccc1Oc1ccc(Cl)cc1Cl | 1% | -8% | 2% | -2.9 | -12% | i | -7% | -0.4% | i |
| O=C(Cc1coc2ccc3ccccc3c12)NCc1cccs1 | -4% | 9% | 8% | 1.1 | -13% | i | -6% | 0.7% | i |
| Nc1nc2c(Br)ccc(Br)c2cc1C(=O)NCCc1ccccc1 | . | . | . | 1.3 | . | i | . | 0.2% | i |
| COc1cccc(C(=O)Nc2nnc(S(=O)(=O)N3CCCC3)s2)c1 | ? | ? | -1%&-6% | -0.7 | -3%&0% | i | 4%&-15% | 0.0%&3.2% | i |
| CN1CCC2(CC1)N=C(c1ccc(F)cc1)C(=S)N2C(=O)c1ccc(C(C)(C)C)cc1 | 1% | ? | -11% | 1.6 | ? | i | -55% | 0.3% | ? |
| C[C@H](O)CNC(=O)c1[nH]cnc1C(=O)N[C@@H](C)c1ccccc1 | . | . | . | 0.4 | 15% | i | 1% | 0.0% | i |
| O=C(CCS(=O)(=O)c1ccc(Br)cc1)N1CCCCCC1 | 1% | 1% | 1% | -74* | 8% | . | -3% | 0.4% | i |
| CC1CCCN(C(=O)c2cc3ccc4cccnc4c3[nH]2)C1 (stereo unspecified) | . | ? | -6% | . | ? | . | -50% | -4.0% | . |
| Cc1ccc(-c2nnc(NCCCO)c3ccccc23)cc1 | -1% | -10% | -7% | -1.5 | -23% | i | -28% | 0.0% | i |
| COC(=O)c1ccc2c(c1)NC(=O)CS2 | 0% | -2% | -1% | 0.8 | 0% | i | -3% | 0.8% | i |
| Cc1cc(C)c(NC(=O)C(=O)NCC(c2cccnc2)N2CCN(Cc3ccccc3)CC2)c(C)c1 (stereo unspecified) | . | -13% | 3% | . | 0% | . | -14% | -0.1% | i |
| CCCCc1nc2ccccc2c(=O)n1NC(=O)c1c(O)c2ccccc2n(C)c1=O | -1% | ? | -28% | -2.5 | -26% | i | -15% | -0.8% | i |
| O=C1CN(c2ccccc2)C(=S)N1C(=O)c1ccccc1 | 1% | ? | 1% | 0.4 | -14% | i | -23% | 14% | i |
| COc1cccc(CNC(=O)COc2cc3c(c4oc(=O)cc(C)c24)CCC(C)(C)O3)c1 | -5% | ? | -3% | -4.2 | -22% | i | -37% | 3.5% | ? |
| O=C(NCC(c1cccnc1)N1CCN(c2ccccc2F)CC1)c1ccccc1 (stereo unspecified) | -5% | ? | -2% | 0.0 | -1% | i | -15% | -0.4% | ? |
| N#C/C(=C/C1=C(N2CCOCC2)C(=C/c2cccc([N+](=O)[O-])c2)/CC1)C(=O)Nc1ccccc1F | . | 3% | -20% | -0.2 | -8% | i | 2% | -0.4% | ? |
| CN1CC[C@]2(CCN3CCc4c(oc5ccccc45)[C@@H]3C2)N(C)C1=O | 0% | ? | 1% | -2.4 | 11% | i | -15% | 4.8% | i |
| Cc1c(C(=O)NCc2ccccc2)sc(=O)n1Cc1ccccc1F | . | . | . | -0.8 | 14% | i | 3% | 0.5% | i |
| CCN(CC)S(=O)(=O)c1ccc(Cl)c(NC(=S)NC(=O)C2CCCC2)c1 | 0% | 8.2µM* | -19% | -1.8 | ? | i | -35% | 0.4% | i |
| COc1ccc(NC(=O)N2CCCC(C(=O)NC(C)C)C2)cc1 (stereo unspecified) | 0% | -12% | -6% | -3.1 | 10% | i | 6% | 0.4% | i |
| O=C(NNC(=O)c1ccccc1[N+](=O)[O-])Nc1ccc(Cl)cc1 | 4% | 0% | 0% | -3.2 | -9% | i | 2% | -0.7% | i |
| COc1ccccc1N(CC(=O)Nc1cc(C)on1)S(=O)(=O)c1ccc(Cl)cc1 | 2% | 14% | -5% | 1.8 | ? | . | 1% | 0.1% | i |
| CCc1ccc(/C=C2\SC(=S)N(CCCC(=O)NC3=NCCS3)C2=O)cc1 | . | . | . | -0.8 | 2% | i | 1% | -5.6% | i |
| COCCN(C(=O)COC(=O)COc1ccc2c(c1)CCC2)c1c(N)n(Cc2ccccc2)c(=O)[nH]c1=O | -1% | ? | 1% | -1.7 | 0% | i | -6% | -0.8% | i |
| CCC1CCCCN1C(=O)COC(=O)CSc1ccc(C(N)=O)cc1[N+](=O)[O-] (stereo unspecified) | -1% | 5% | -5% | 0.4 | 2% | i | -1% | -0.1% | i |
| CCOC(=O)c1cnc2c(C(F)(F)F)cccc2c1N1CCN(C)CC1 | 2% | 11% | 2% | 1.6 | -2% | i | -5% | 0.6% | i |
| Cc1ccccc1NC(=O)CC1SC(=Nc2ccc(O)cc2)NC1=O (stereo unspecified) | 0% | -8% | -7% | -2.2 | 14% | i | 14% | 0.4% | i |
| Cc1cc(C(C)(C)C)cc(S(=O)(=O)Nc2ccc(O)c(C(=O)O)c2)c1C | -1% | . | -1% | 0.3 | 3% | i | -14% | -0.1% | i |
| CC(C)Cn1c(SCC(=O)NC2CCCc3ccccc32)nc(O)cc1=O (stereo unspecified) | 0% | 1% | -4% | 2.8 | 3% | i | -3% | -0.7% | i |
| CCOc1ccc(-n2c(SCC(N)=O)nc3c(oc4ccccc43)c2=O)cc1 | . | ? | -5% | . | ? | . | -14% | 0.1% | ? |
| CCS(=O)(=O)c1ncc(Cl)c(C(=O)N(Cc2ccccc2)Cc2ccco2)n1 | . | 23µM* | 16µM* | . | ? | . | 5.6µM* | ? | . |
| CC(Cc1ccccn1)NC(=O)CCc1nnc(C2CCCCC2)o1 (stereo unspecified) | 2% | 5% | 4% | 0.3 | 6% | i | -8% | 0.0% | i |
| O=c1cc(-c2ccccc2)cc(-c2ccccc2)n1CCCO | 1% | ? | 4% | 0.4 | ? | i | -11% | 4.5% | i |
| O=C(CSc1nnc(Cc2cccs2)n1Cc1ccco1)Nc1cccc(Cl)c1 | 0% | ? | -7% | 2.6 | -6% | i | -33% | 0.6% | i |
| CCCSc1ncc(Cl)c(C(=O)N2CCN(c3cccc(Cl)c3)CC2)n1 | . | ? | -6% | . | . | . | -19% | 5.4% | . |
| CCN(CC)S(=O)(=O)c1cccc(-c2nnc(SCC(=O)NC3CCCCCC3)n2N)c1 | 0% | 3% | -6% | -1.4 | -3% | i | -16% | -1.0% | i |
| COC(=O)C12CC3CC(C1)CC(n1cnc(Cl)n1)(C3)C2 | 0% | 11% | 2% | -1.4 | 10% | i | 0% | -0.1% | ? |
| COc1ccc(C(CNC(=O)C(C)(C)Oc2ccc(Cl)cc2)N2CCCC2)cc1 (stereo unspecified) | 2% | -8% | -2% | -1.8 | -30% | i | -35% | -0.8% | i |
| Cc1c(O)nc(SCC(=O)Nc2cccc(C(F)(F)F)c2)n(-c2ccccc2)c1=O | -2% | 7% | -2% | -2.7 | -19% | i | -44% | 0.3% | ? |
| COC(=O)c1sc(NC(=O)COc2cccc3ccccc23)nc1C | -1% | ? | -18% | 0.6 | -12% | i | -29% | -0.2% | ? |
| Cc1c(C)c2ccc(OCC(=O)Nc3ccccn3)c(C)c2oc1=O | -2% | . | 3% | 2.5 | 10% | i | 0% | 0.2% | i |
| CCc1ccc(NS(=O)(=O)c2ccc3[nH]cc(C(=O)N4CCCCC4)c(=O)c3c2)cc1 | 1% | -4% | -10% | 1.9 | -12% | i | -20% | -0.5% | i |
| COc1ccc(C(=O)/C=C/c2ccc(C)cc2)c(OC(=O)c2ccc([N+](=O)[O-])cc2)c1 | 2% | 1% | -6% | -2.2 | 8% | i | 0% | -0.3% | i |
| O=C(O)CCc1nn2c3ccccc3n(CCN3CCCCC3)c2nc1=O | -8% | . | 1% | -0.7 | -1% | . | 3% | 0.2% | i |
| CC1Cc2ccccc2N1S(=O)(=O)c1cccc(C(=O)OCC(=O)NCc2ccco2)c1 (stereo unspecified) | -1% | 2% | 3% | -2.3 | 4% | i | 17% | 0.2% | i |
